NPY-Y2 antag: antagonists of human neuropeptide Y receptor Y2; inhibition, % at 2.7 µM; NPY-Y2 expressing cells, antagonist mode; P49146; 0.99% of 140,000 active; in the data active = inhibition above about 17%;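 note: 0% = vehicle with agonist challenge and 100% = reference antagonist with challenge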
Target sequence (P49146 whole entry, looked up): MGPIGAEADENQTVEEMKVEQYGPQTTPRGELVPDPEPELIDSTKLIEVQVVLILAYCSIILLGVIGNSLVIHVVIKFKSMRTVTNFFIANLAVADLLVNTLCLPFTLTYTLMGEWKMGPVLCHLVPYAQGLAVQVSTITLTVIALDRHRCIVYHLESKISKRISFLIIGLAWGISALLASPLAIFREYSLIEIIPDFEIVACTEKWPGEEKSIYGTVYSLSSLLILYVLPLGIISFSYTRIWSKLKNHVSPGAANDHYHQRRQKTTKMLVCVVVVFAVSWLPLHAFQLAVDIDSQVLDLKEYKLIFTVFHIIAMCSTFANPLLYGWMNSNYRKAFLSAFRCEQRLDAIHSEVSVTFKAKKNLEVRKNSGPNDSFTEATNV
GALR2 antag: blocks the human galanin receptor 2 | O43603 | GALR2-expressing cells, antagonist mode | inhibition, % at 4 µM | 0.39% of 140,000 active; in the data active = inhibition above about 27%;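 note: cells stimulated with galanin 1-16 at roughly its EC80; 0% = agonist challenge control and 100% = basal control without agonist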
Target sequence (O43603 whole entry, looked up): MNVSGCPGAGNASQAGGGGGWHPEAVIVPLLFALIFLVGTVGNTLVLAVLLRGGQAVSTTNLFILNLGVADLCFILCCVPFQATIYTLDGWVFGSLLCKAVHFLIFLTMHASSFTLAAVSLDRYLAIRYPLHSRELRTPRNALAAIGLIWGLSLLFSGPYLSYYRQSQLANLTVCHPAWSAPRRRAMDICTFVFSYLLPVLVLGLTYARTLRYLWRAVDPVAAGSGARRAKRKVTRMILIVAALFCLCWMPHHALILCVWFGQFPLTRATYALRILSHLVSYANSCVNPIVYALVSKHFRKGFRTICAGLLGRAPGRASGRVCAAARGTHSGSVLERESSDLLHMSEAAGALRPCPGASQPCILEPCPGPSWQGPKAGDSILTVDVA
PTEN del growth: suppresses growth of cells with PTEN deletion; HCT116 PTEN-null viability, CellTiter-Glo, 60 h; hits give low values; viability, % at 10 µM; 1.2% of 140,000 active;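 active = viability at or below a set limit, 4 SD under the median of all tested compounds, cut at about 3.7% in these data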;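 note: PTEN knockout HCT116 line with beta catenin targeted HCT116 as companion control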
Yeast life ext: extends the lifespan of yeast; S. cerevisiae growth with nicotinamide, OD615; deaD strain in restrictive glucose medium; 0.68% of 130,000 active; inhibition of the nicotinamide effect, % at 10 µM;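 active = inhibition above a set limit, placed 3 SD over the median of all compounds, cut at about 26% in these data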;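 note: 0% = nicotinamide-treated wells and 100% = cells grown without nicotinamide; some compounds called inactive have numbers as strong as hits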
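System: DeaD-strain S. cerevisiae / Buffer or medium: CSMM-D, restrictive glucose (dextrose) synthetic minimal medium / Probe or stimulus: nicotinamide, 1.5 mM, co-present with compound / Compound: one concentration, 10 µM, DMSO 0.25% / Incubation: 48 h compound exposure at 30 °C, humidified / Technique: optical density (absorbance) at 615 nm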
Yeast growth inh: yeast BB579 growth reduction in restrictive medium | S. cerevisiae BB579 growth, OD615, 48 h | inhibition, % at 10 µM | 0.51% of 140,000 active | AID 804;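 active = inhibition above a set limit, 3 SD over the mean compound inhibition, cut at about 44% in these data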; note: inactives centre near -24
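Assay system – yeast BB579 (DeaD) · Dosing – single compound dose of 10 µM, 0.25% DMSO final · Detection – OD615 turbidity measurement · Buffer or medium – CSMM-D restrictive synthetic medium containing dextrose (glucose) · Benchmarks – positive control amphotericin B 10 µg/mL · Incubation – 48 h exposure, 30 °C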
E-sel TNF inh: TNF alpha driven E-selectin expression inhibition. HUVEC TNFa-induced E-selectin immunofluorescence, high content. inhibition, % at 2 µM. 0.71% of 120,000 active;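 active = inhibition above the batch mean plus 3 SD, and confirmed as a hit on visual image review, cut at about 43% in these data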;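 note: 0% = TNF-stimulated DMSO wells and 100% = unstimulated control wells; not every result past the cut was called active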
Measles CPE: protection of cells from measles virus; Measles virus-infected cells, CPE protection, absorbance; protection (pct of control), % at 4 µM; 1.5% of 140,000 active; AID 841; in the data active = protection mostly above about 24%, no sharp cut-off; inactive = mostly below about 26%; note: some compounds called inactive have numbers as strong as hits
bCat KO growth: beta-catenin-lacking colon tumor cell growth suppression | HCT116 beta-catenin knockout viability, CellTiter-Glo, 60 h; hits give low values | viability, % at 10 µM | 1.5% of 140,000 active;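 active = viability at or under a set limit, the compound median less 4 SD, cut at about 6% in these data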;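 note: 0% = Hyamine 1622 control at 20 µM and 100% = untreated cell control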
Phagocytosis inh: inhibitors of macrophage phagocytosis. J774A.1 macrophage IgG-bead phagocytosis, imaging. inhibition, % at 5 µM. 0.07% of 110,000 active;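 active = inhibition above the mean of the plate negative controls plus 5 SD, cut at about 13% in these data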;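 note: phagocytic index as fraction of beads internalized from green versus red external bead signal; plate controls were DMSO negative control for no effect and cytochalasin-D positive control for full effect; some results beyond the cut were filed as inactive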
MRP-1 activ: MRP-1 activation | H69AR cells + doxorubicin, viability rescue, CellTiter-Glo | viability increase, % at 10 µM | 0.61% of 140,000 active | AID 799;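 active = viability gain under doxorubicin at or above a set limit, the compound median plus 3 SD, cut at about 4.7% in these data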;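 note: MRP-1 overexpressing cells given doxorubicin 25 µM after compound pretreatment; 18-22 h compound pretreatment then 72 h with doxorubicin before readout; 0% = doxorubicin-only wells and 100% = vehicle-treated cells without doxorubicin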
Numbers without * were called inactive; . = not tested or not shown.

SMILES | NPY-Y2 antag | GALR2 antag | PTEN del growth | Yeast life ext | Yeast growth inh | E-sel TNF inh | Measles CPE | bCat KO growth | Phagocytosis inh | MRP-1 activ
COc1cc(S(=O)(=O)Nc2cccc(C(=O)O)c2)c(OC)cc1Cl | -1.6 | -10.4 | 96.5 | -4.8 | 7.9 | . | 3.5 | 96.6 | -0.5 | 1.2
O=C(Cn1c(=O)oc2cc(S(=O)(=O)N3CCCC3)ccc21)NC1CCCc2ccccc21 (centres undefined) | 4.6 | 5.0 | 81.5 | -10.8 | -70.2 | -0.4 | 4.2 | 86.6 | 0.1 | -0.9
CCCc1ccc(-c2cc(C(=O)N/N=C/c3ccc([N+](=O)[O-])o3)c3ccccc3n2)cc1 | 0.4 | 6.8 | 12.7 | -8.7 | -33.5 | -2.5 | 21.8 | 18.6 | 0.2 | -2.0
CC(Oc1ccc(Cl)cc1Cl)C(=O)Nn1cnnc1 (centres undefined) | -0.2 | 12.5 | 104.1 | . | -11.0 | 16.5 | 19.4 | 84.5 | . | -1.7
CC1=[N+](C)N(c2ccccc2)C(=O)C1N=Cc1ccc(Cl)cc1 (centres undefined) | 1.0 | 2.4 | 97.1 | -4.2 | -13.3 | . | 9.6 | 93.8 | -1.3 | 0.1
Fc1ccccc1OCCCCCN1CCCC1 | 2.1 | -10.6 | 18.9 | -4.3 | -16.2 | 29.9 | 10.2 | 19.8 | -6.7 | -1.5
O=C(CCSc1nnc2scc(-c3ccccc3)n12)NCc1ccc2c(c1)OCO2 | 1.7 | -1.6 | 82.2 | -0.8 | -46.2 | -44.1 | 11.8 | 87.7 | -0.1 | -0.3
CCC(=O)Nc1ccc(C(=O)Nc2ccc3c(c2)OCO3)cc1 | 4.4 | -4.3 | 80.9 | -11.8 | -33.1 | -15.8 | 1.0 | 86.8 | . | -2.0
Cc1oc(-c2ccc(Cl)cc2)nc1CN1CCC(C(=O)NCc2ccco2)CC1 | 4.8 | 3.8 | 73.2 | -21.2 | -41.2 | 7.9 | 8.8 | 73.0 | -0.8 | -4.9
COc1cc(OC)c(OC)cc1CN1CCc2ccccc2C1 | 1.0 | 0.4 | 90.3 | 0.0 | -17.4 | 24.1 | 2.4 | 84.5 | -1.3 | -1.8
COc1ccc(C2C(C(C)=O)=C(O)C(=O)N2c2nccs2)cc1OC (centres undefined) | 2.8 | -10.4 | 97.4 | -0.5 | -12.6 | 7.4 | 23.0 | 100.8 | -12.3 | -1.0
COC(=O)[C@H](Cc1ccccc1)NC(=O)N1CCN(Cc2ccccc2)CC1 | 1.5 | 9.0 | 74.1 | -8.6 | -13.6 | 19.8 | 2.6 | 54.3 | . | -1.2
COCCNC(=O)C1c2ccccc2C(=O)N(CCOC)C1c1ccc(F)cc1 (centres undefined) | 1.3 | -3.9 | 98.4 | -5.0 | -20.2 | . | 24.7 | 84.8 | -0.5 | -2.6
O=c1[nH]c2ccccc2nc1/C=C(\O)C1CC1 | 2.7 | -2.0 | 96.7 | -5.3 | -28.4 | . | 10.9 | 96.2 | -9.3 | -0.3
COc1cc(OC)cc(C(=O)N2c3ccc(F)cc3CCC2C)c1 (centres undefined) | 0.3 | -1.6 | 86.6 | 12.3 | -32.2 | -8.4 | 28.5 | 80.7 | -0.4 | -0.7
O=c1cc(CSc2ccccn2)nc(N2CCN(c3ccccc3)CC2)[nH]1 | 4.8 | 14.8 | 96.4 | 1.5 | -49.5 | . | 3.6 | 92.4 | -1.3 | -1.4
COc1ccc(CNC(=O)Cc2nn(C)c(=O)c3ccccc23)cc1 | 1.1 | 36.0* | 64.8 | 1.9 | -21.0 | 3.8 | 4.0 | 64.0 | . | -3.0
COc1cccc(/C=N/NC(N)=S)c1OCc1ccccc1Cl | 4.7 | -0.8 | 91.6 | 1.8 | -40.3 | . | 8.5 | 92.4 | -6.7 | -2.5
Cc1ccc(C)c(NC(=O)CSc2nnc(-c3ccco3)o2)c1 | 0.5 | 8.9 | 97.4 | -4.5 | -45.4 | -52.6 | 9.9 | 100.1 | -0.2 | -0.4
CNC(=O)CN1C(=O)c2cccc3cccc1c23 | 3.4 | -14.2 | 93.3 | -2.8 | -10.6 | -7.4 | 11.5 | 103.5 | 0.4 | -1.9

Four entries from above, with two lines to a compound.
Second line of a record: NPY-Y2 antag	GALR2 antag	PTEN del growth	Yeast life ext	Yeast growth inh	E-sel TNF inh	Measles CPE	bCat KO growth	Phagocytosis inh	MRP-1 activ
> COc1cc(S(=O)(=O)Nc2cccc(C(=O)O)c2)c(OC)cc1Cl
→ -1.6	-10.4	96.5	-4.8	7.9	.	3.5	96.6	-0.5	1.2
> O=C(Cn1c(=O)oc2cc(S(=O)(=O)N3CCCC3)ccc21)NC1CCCc2ccccc21 (centres undefined)
→ 4.6	5.0	81.5	-10.8	-70.2	-0.4	4.2	86.6	0.1	-0.9
> CCCc1ccc(-c2cc(C(=O)N/N=C/c3ccc([N+](=O)[O-])o3)c3ccccc3n2)cc1
→ 0.4	6.8	12.7	-8.7	-33.5	-2.5	21.8	18.6	0.2	-2.0
> CC(Oc1ccc(Cl)cc1Cl)C(=O)Nn1cnnc1 (centres undefined)
→ -0.2	12.5	104.1	.	-11.0	16.5	19.4	84.5	.	-1.7

Later entries
SMILES | NPY-Y2 antag | GALR2 antag | PTEN del growth | Yeast life ext | Yeast growth inh | E-sel TNF inh | Measles CPE | bCat KO growth | Phagocytosis inh | MRP-1 activ
COc1cc(/C=N/OCC(=O)Nc2cc(C)cc(C)c2)ccc1OCc1ccc(Cl)cc1 | 2.8 | 21.0 | 80.5 | -5.8 | -1.2 | 11.7 | 6.7 | 87.8 | 0.1 | -0.4
O=C(CSc1nnnn1-c1ccccc1)N1N=CCC1c1ccccc1 (centres undefined) | 0.7 | -0.9 | 84.4 | -0.3 | -54.9 | . | 13.6 | 85.4 | -8.7 | 0.3
COC(=O)C1=C(C)N(C)C(=O)NC1c1ccc(C)cc1 (centres undefined) | 8.0 | 6.5 | 101.9 | 0.7 | -0.4 | 1.3 | 2.0 | 95.4 | . | -0.1
COc1ccc(CN2C(=O)c3cccnc3C2Nc2ccc(OC)c(Cl)c2)cc1 (centres undefined) | 2.5 | -10.9 | 110.3 | -9.9 | -60.0 | . | 15.6 | 113.1 | . | -0.9
COc1cc(Br)c(CC(=O)O)cc1OC | . | . | 102.3 | -8.0 | -35.2 | . | 11.7 | 98.1 | 0.3 | 0.2
CCCOc1ccc2c(=O)c(N3C(=O)c4ccccc4C3=O)c(C)oc2c1 | -0.2 | 6.8 | 85.5 | -13.6 | -17.5 | -21.4 | 4.0 | 92.9 | . | -1.2
NS(=O)(=O)c1cccc(NC(=O)CN2CCN(Cc3ccc4c(c3)OCO4)CC2)c1 | 1.6 | 2.0 | 96.1 | 2.5 | -32.9 | . | 15.3 | 99.0 | -9.2 | -2.3
COc1ccccc1C(=O)Nc1ccccc1SC | 8.0 | -4.0 | 88.4 | -26.4 | -36.6 | -13.2 | 3.6 | 92.2 | -1.4 | -1.4
CC(C)NC(=O)C1CC(=O)N(C(C)c2ccccc2)C1 (centres undefined) | -1.7 | -5.1 | 104.5 | -13.2 | 4.0 | -17.7 | 8.3 | 87.7 | -0.3 | -0.3
O=C(CCNC(=O)c1ccccc1Cl)Nc1nc(-c2ccc3ccccc3c2)cs1 | 2.5 | 7.7 | 75.7 | 1.2 | -22.4 | -36.5 | 9.6 | 65.8 | 6.1 | 3.3
COC(=O)C1C(=O)C2=C(CC1C)NC(C)=C(C(=O)OC1CCCCC1)C2c1ccc(N(C)C)cc1 (centres undefined) | -1.9 | -21.6 | 77.2 | 16.4 | -46.4 | -19.9 | 8.4 | 73.5 | . | -2.7
COC(=O)c1sc2ccccc2c1NC(=O)c1ccc(S(=O)(=O)N2CCC(C)CC2)cc1 | 0.5 | -5.8 | 60.4 | -1.0 | -15.4 | . | 8.7 | 72.7 | -5.1 | -1.8
CC(Oc1ccccc1)c1ccnn1S(=O)(=O)c1ccccc1 (centres undefined) | 5.1 | 2.6 | 84.5 | -21.3 | -30.3 | -60.7 | 4.0 | 76.8 | -2.0 | -2.8
CCOC(=O)N1CCC(Nc2nc3ccccc3n3nnnc23)CC1 | 4.0 | 6.2 | 86.2 | -23.2 | -48.5 | -35.8 | 34.0* | 80.0 | 0.1 | -4.0
CC1CCN(c2ncnc3nc[nH]c23)CC1 | 3.1 | -3.4 | 112.7 | -9.7 | 14.3 | 7.6 | 7.2 | 104.2 | 0.2 | -1.4
O=C(NC1CCCC1)c1cccc(Cn2cc([N+](=O)[O-])cn2)c1 | 1.1 | -0.6 | 101.8 | 1.9 | -47.9 | -0.4 | 4.0 | 96.9 | -4.2 | -2.2
COc1ccc(/C(O)=C2/C(=O)C(=O)N(CCN3CCOCC3)C2c2ccccn2)cc1 (centres undefined) | 2.1 | -4.9 | 105.3 | -6.0 | -50.8 | . | 18.6 | 104.7 | -0.6 | -0.3
Cc1cc(NC(=O)c2cccc(F)c2)no1 | -2.2 | 9.5 | 103.6 | -25.4 | 6.8 | -4.3 | 5.0 | 96.2 | . | -1.3
COc1ccccc1C1NC=C([N+](=O)[O-])C=C1[N+](=O)[O-] (centres undefined) | 0.7 | -0.2 | 82.9 | 6.0 | -33.1 | . | 8.6 | 84.6 | 0.7 | -4.2
COc1ccc2nc(NC(=O)CN3CCOCC3)sc2c1 | 2.4 | -15.3 | 100.5 | -10.3 | -42.5 | 13.8 | 12.0 | 93.4 | 2.6 | 0.6
C/C=C(/C)C(=O)O[C@H]1[C@@H](O)c2c(ccc3ccc(=O)oc23)OC1(C)C | -0.8 | 5.8 | 98.4 | 9.1 | -51.1 | . | 2.9 | 93.2 | . | -1.2
CC1(C)CC(=O)c2c(Cc3ccccc3)n[nH]c2C1 | -1.6 | -1.2 | 93.6 | -17.4 | -17.2 | -9.9 | 22.5 | 91.8 | 2.0 | -2.6
CN(C)CCNC(=S)Nc1ccc(Cl)cc1Cl | 0.7 | 3.8 | 90.7 | 1.6 | -65.7 | 9.7 | 3.2 | 73.2 | -1.5 | -3.2
CC(C)Nc1nc(NC(C)C)nc(C(=O)OCCO)n1 | -1.6 | -1.9 | 97.5 | -9.8 | -4.5 | 8.8 | 9.9 | 102.6 | . | -1.3
COc1cccc(-n2c(SCc3cc(=O)oc4cc(O)c(O)cc34)nc3ccccc3c2=O)c1 | -0.3 | 8.9 | 16.3 | 0.0 | -21.4 | . | 6.1 | 16.4 | -6.2 | -1.4
CCOC(=O)N1CCN(C(=O)CN(c2ccc(OCC)cc2)S(C)(=O)=O)CC1 | 3.5 | -10.2 | 89.9 | 2.0 | 17.6 | 1.6 | 10.2 | 93.6 | -1.5 | -2.0
CC(=O)N(NC(=O)c1ccc(C)cc1)C1CC(=O)N(c2ccccc2Cl)C1=O (centres undefined) | -1.5 | -5.8 | 97.0 | 0.2 | -14.9 | . | 2.2 | 92.7 | . | -2.1
CC1CCC/C(=N\NC(=O)COc2ccccc2Cl)C1 (centres undefined) | 2.4 | -1.8 | 99.8 | -2.7 | -24.1 | . | 11.1 | 94.7 | -6.4 | -1.6

Source: PubChem BioAssay (several laboratories)
